Tn7 DDE FP – inhibitors of Tn7 peptide binding to human fibrin DD(E); inhibition, % at 8.3 µM; 370,000 tested, 0.13% active; FP displacement of FITC-Tn7 peptide from fibrin DD(E); 0% = median of compound wells per plate;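 active = inhibition above the mean of compounds falling within the control limits plus 3 SD of them, cut at about 14% in these data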;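 note: 0% = plate median of compound wells and 100% = 10 µM Aha-Tn7 peptide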
Target sequence (P02675 whole entry, looked up): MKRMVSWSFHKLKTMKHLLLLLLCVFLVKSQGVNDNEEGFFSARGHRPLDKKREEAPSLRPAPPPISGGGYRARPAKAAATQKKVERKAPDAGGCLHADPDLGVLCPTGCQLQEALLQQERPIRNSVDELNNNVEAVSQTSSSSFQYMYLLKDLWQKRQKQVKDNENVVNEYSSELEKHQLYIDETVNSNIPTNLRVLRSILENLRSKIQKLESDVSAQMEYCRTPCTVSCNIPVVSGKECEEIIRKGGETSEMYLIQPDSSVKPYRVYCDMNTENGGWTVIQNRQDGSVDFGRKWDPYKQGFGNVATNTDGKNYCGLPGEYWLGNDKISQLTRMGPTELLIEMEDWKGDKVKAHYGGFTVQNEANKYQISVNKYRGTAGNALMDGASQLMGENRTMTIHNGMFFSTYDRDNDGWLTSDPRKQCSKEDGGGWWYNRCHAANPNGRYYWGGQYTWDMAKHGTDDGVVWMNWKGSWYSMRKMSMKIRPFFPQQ
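System: human fibrin DD(E); quantity: Fibrin-DD(E) at 2 µM final; also added: fluorescent Tn7 probe at 0.1 µM; compound dosing: single nominal test concentration of 8.3 µM per compound; schedule: 10 min preincubation, 3 h with tracer, room temperature; detection: fluorescence polarization of the labelled Tn7 tracer; repeats: one replicate per compound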
LEDGF integ inh – blocks HIV-1 LEDGF/p75-dependent DNA integration. TR-FRET IN-LEDGF/p75 DNA integration, Eu/Cy5. inhibition, % at 3.7 µM. 370,000 tested, 0.64% active;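 active = inhibition above the screen-wide mean plus 3 SD, cut at about 13% in these data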;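 note: signal is the Cy5 over europium emission ratio at 671 and 618 nm; 0% = plate median of compound wells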
TDP2 inh – TDP2 (human) inhibition, absorbance primary screen; O95551; inhibition, % at 12.8 µM; 370,000 tested, 0.34% active; AID 720702; recombinant TDP2, T5PNP hydrolysis, p-nitrophenol absorbance 415 nm;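 active = inhibition above the mean of all tested compounds plus 3 SD, set per campaign, cut at about 25% in these data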;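 note: 0% = DMSO with enzyme and 100% = buffer with substrate but no TDP2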
Target sequence (O95551 whole entry, looked up): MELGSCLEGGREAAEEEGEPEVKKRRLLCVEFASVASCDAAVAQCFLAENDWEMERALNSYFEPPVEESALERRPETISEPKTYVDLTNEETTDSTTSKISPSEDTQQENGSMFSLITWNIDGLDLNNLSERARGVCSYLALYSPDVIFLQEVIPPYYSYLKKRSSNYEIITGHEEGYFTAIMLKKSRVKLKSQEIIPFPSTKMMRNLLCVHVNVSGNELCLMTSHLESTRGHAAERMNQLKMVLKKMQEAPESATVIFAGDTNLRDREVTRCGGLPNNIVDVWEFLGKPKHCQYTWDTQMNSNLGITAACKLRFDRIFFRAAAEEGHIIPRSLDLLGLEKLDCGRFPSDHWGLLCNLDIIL
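test system = human TDP2 enzyme | input = TDP2 enzyme at 120 nM final | medium = 50 mM Tris-HCl pH 7.5 with Mg2+, KCl, DTT, BSA | also added = T5PNP substrate, 5 mM | times = 2 h at 37 °C | technique = epi absorbance | benchmarks = high control without enzyme, low control DMSO plus TDP2 | replication = each compound tested once, singlicate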
TCR CD3 inh – blocks the human TCR-CD3 interaction; inhibition, % at 9.4 µM; 360,000 tested, 0.37% active; AID 651800; TAMRA-labeled TCR probe fluorescence, biochemical; in the data active = inhibition above about 19%;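 note: recombinant mutant TCR 2C K166C tagged with TAMRA read by polarization; 0% = receptor in buffer alone and 100% = receptor with positive control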
HTRA1 inh – HTRA1 (human) protease inhibition. Q92743. recombinant HTRA1, FP-rhodamine activity-based probe, fluorescence polarization. inhibition, % at 5.96 µM. 340,000 tested, 0.5% active. AID 504803; in the data active = inhibition above about 36%;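 note: 0% = enzyme with DMSO and 100% = wells lacking enzyme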
PRMT1 inh – inhibitors of human PRMT1. 370,000 tested, 1.3% active. inhibition, % at 2.79 µM. recombinant PRMT1, activity-based probe fluorescence polarization. AID 652257;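 active = inhibition above about 21% made by adding two undisclosed values, limit read from the data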
PG9 Ab binder – small molecules binding HIV-1 gp120 antibody PG9; 360,000 tested, 0.43% active; TR-FRET gp120-PG9 antibody binding; inhibition, % at 6.7 µM; in the data active = inhibition above about 8.5%
ABHD4 inh – inhibitors of mouse ABHD4; Q8VD66; purified mABHD4, FP-Rh probe fluorescence polarization; inhibition, % at 8.92 µM; 370,000 tested, 0.54% active; AID 720543;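 active = inhibition exceeding the mean over every tested compound plus 3 SD, cut at about 30% in these data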;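 note: 0% = plate median of compound wells and 100% = S159A mutant with DMSO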
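Test system: mABHD4 protein; Read-out basis: % inhibition; Incubation: 45 min + 60 min at 25 °C; Repeats: single replicate; Technique: fluorescence polarization with parallel and perpendicular emission, 525/598 nm; Compound: 8.92 µM, single dose; Benchmarks: full inhibition S159A mutant plus DMSO, zero as sample-well median.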
SIAE primary – human SIAE inhibition, primary screen; Q9HAT2; SIAE FP-Rh probe binding, fluorescence polarization; inhibition, % at 9.66 µM; 370,000 tested, 0.69% active;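 active = inhibition above a cutoff: mean of compounds within the control limits plus 3 SD of those, cut at about 17% in these data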;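 note: 0% = plate median of compound wells and 100% = probe without SIAE protein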
UHRF1 MBD2 ctr – UHRF1 methyl-DNA binding inhibition; Q96T88; UHRF1 binding to methylated oligo, TR-FRET; inhibition, % at 4.4 µM; 370,000 tested, 0.75% active; in the data active = inhibition above about 21%;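 note: UHRF1 SRA domain binding a hemimethylated CpG hairpin DNA probe; 0% = median of test compound wells and 100% = reference inhibitor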
Numbers without * were called inactive; nt = no result given. Compounds as they come; overall some 4.2% were active at least once.

SMILES	Tn7 DDE FP	LEDGF integ inh	TDP2 inh	TCR CD3 inh	HTRA1 inh	PRMT1 inh	PG9 Ab binder	ABHD4 inh	SIAE primary	UHRF1 MBD2 ctr
O=C(NCC1CCCO1)C(c1ccncc1)N(Cc1ccc(F)cc1)C(=O)CN1C(=O)c2ccccc2S1(=O)=O (stereo not given)	-2	1	-4	4	-5	-1	-1.7	-1	-2	-3
CCOC(=O)C1=C(O)/C(=C\c2sccc2C)N=C1C	-4	3	4	6	6	0	-16	1	-3	-3
O=C1CC2CC1C(C(=O)O)C2C(=O)O (stereo not given)	-4	1	0	-1	-1	0	-0.4	5	2	-1
CNC(=O)N(O)C1N(NC(=O)Nc2ccccc2)C(=S)SC1(C)C (stereo not given)	-5	-4	4	-6	5	5	1.6	2	16	0
N#CC1=C(Nc2ccc(Br)cc2)CCC1	8	-2	-2	-2	-1	6	0.6	-4	-4	1
Cc1cc(O)c(C=Nc2ccc(N3CCOCC3)cc2)c(C)c1Cl	3	13	37*	-7	8	6	-2.2	11	4	0
Fc1cccc(-c2cc3nc4c(c(N5CCC6(CC5)OCCO6)n3n2)CCCC4)c1	4	-3	-8	3	-6	-4	0.7	1	-8	4
COC(=O)c1cnc(Nc2cc(C)ccc2OC)c2ccccc12	6	1	-1	0	-8	-3	-1.3	-7	-3	1
CCCCC(=O)Nc1cccc(-c2cn3ccsc3n2)c1	2	-2	6	7	-4	2	-1.3	-3	4	0
Cc1cc2ncn(S(=O)(=O)N3CCOCC3)c2cc1C	-2	3	-30	7	0	-3	-1.5	-3	-8	5

Overlap with the part before: 2 compounds, then new ones.
SMILES	Tn7 DDE FP	LEDGF integ inh	TDP2 inh	TCR CD3 inh	HTRA1 inh	PRMT1 inh	PG9 Ab binder	ABHD4 inh	SIAE primary	UHRF1 MBD2 ctr
CCCCC(=O)Nc1cccc(-c2cn3ccsc3n2)c1	2	-2	6	7	-4	2	-1.3	-3	4	0
Cc1cc2ncn(S(=O)(=O)N3CCOCC3)c2cc1C	-2	3	-30	7	0	-3	-1.5	-3	-8	5
CCOC(=O)c1c(C)[nH]c(C(=O)OCc2ccc(F)cc2)c1C	5	-1	5	5	-8	1	-2.7	-2	-10	1
COc1ccc(C(=O)NNC(=O)c2cccc(F)c2)cc1	-6	-1	9	0	-1	2	2.4	4	-6	1
COc1cc(/C=C2\C(=O)ON=C2c2ccccc2)cc(Cl)c1O	7	1	-1	-9	-18	-2	0.8	-11	-34	-2
OC[C@@H]1CN(Cc2ccccc2)C[C@H](n2cnc3c(N4CCCC4)ncnc32)O1	-2	0	4	-3	nt	3	2.2	2	-2	1
Clc1ccc(Cc2noc(Cc3ccccc3)n2)cc1Cl	-4	-3	-9	3	-6	-3	-1.6	-6	0	-3
O=C1C(C2=NC(C(=O)O)C3C(=O)N(c4ccc(Cl)cc4)C(=O)C23)=C(O)c2ccccc21 (stereo not given)	0	0	11	-3	-4	-4	-1.6	2	11	-2
O=C(O)CCC(=O)N1N=C(c2cccs2)CC1c1ccc(Br)cc1 (stereo not given)	-4	-2	-4	-7	-3	0	0.8	2	-3	1
CC1(C)CC(=O)C/C(=N\NC(=O)c2cccs2)C1	-1	-3	4	7	5	2	0.3	4	4	-1
CSc1nc(C)cc(NC(N)=O)n1	-5	0	9	8	-4	0	-0.7	6	-5	-3
Cc1ccc(N2C(=O)CC(N(CCc3ccccc3)C(=S)Nc3ccc(N(C)C)cc3)C2=O)cc1 (stereo not given)	2	1	-1	-2	-19	3	1.9	-2	3	4
CCCc1cc(=O)[nH]c(SCC(=O)N2CCCC2=O)n1	7	-1	1	10	4	3	0.3	2	-1	-2
CCCOc1ccc(Cl)cc1CN1CCOCC1	-10	-4	11	-2	2	-1	-0.9	0	3	-15
Cc1nn(-c2ccccc2)c(C)c1C(=O)NNC(=O)C(F)(F)F	3	1	2	5	5	1	-0.7	2	3	1
Cc1sc2nc(C(C)C)nc(SCC(=O)N3c4ccccc4CC3C)c2c1C (stereo not given)	-10	4	-3	10	-17	-2	-2.6	9	-2	6
CCOC(=O)C1(Cc2ccccc2)CCCN(CCCn2cccn2)C1 (stereo not given)	-2	4	9	-3	-14	0	-0.6	1	-1	0
COc1ccccc1C(=O)Nc1nc2nc(-c3ccccc3)cc(=O)n2[nH]1	-2	3	-1	-5	-6	-1	-0.2	-4	-1	1
Cc1cc(/C=C(/C#N)c2nc3ccccc3[nH]2)c(C)n1-c1cccc([N+](=O)[O-])c1	-1	-2	-10	9	-16	-2	-1.2	0	-10	-1
Cc1ccc(C(=O)NCCc2nc3ccccc3[nH]2)cc1[N+](=O)[O-]	-7	0	-11	-2	5	-2	-1.2	-5	6	-2
CCCCN(C(=O)CSCc1ccc(C)cc1)c1c(N)n(Cc2ccccc2)c(=O)[nH]c1=O	2	-3	11	-4	-6	9	1.0	8	-3	-3
Cc1c(C(=O)N2CCN(C(c3ccccc3)c3ccccc3)CC2)oc2ccccc12	3	-7	-4	-5	-38	0	0.2	-5	-4	-1
O=C(NC1CC1)c1ccc(S(=O)(=O)NC2CCCCCC2)cc1	4	-2	15	-2	5	0	4.6	-2	0	-4
Cc1cccnc1NC(=O)CCNC(=O)c1ccccc1Cl	-2	2	11	1	6	-1	1.5	0	-3	-4
C#CCNC(=O)C[C@@H]1C(=O)N2CCCC3=C2[C@@]1(C(=O)OC)CCCC3	1	0	9	nt	nt	1	nt	-2	-2	-1
CCN1CCN(CCC(=O)Nc2ccc(F)c(F)c2)CC1	0	0	0	1	-2	0	-0.8	-3	3	0
CC(C)Cc1nnc(NC(=O)c2cccc(S(=O)(=O)N3CCOCC3)c2)s1	-2	2	-10	0	-1	-3	-1.8	1	-3	1
COc1cc(NC(=O)C2CC3CCC2C3)c(OC)cc1Cl (stereo not given)	2	1	-3	8	-3	0	-0.2	-7	0	-1
COc1cc(CN2CCNC(=O)C2CC(=O)N2CCCO2)cc(OC)c1 (stereo not given)	0	-3	3	1	1	-5	-2.9	0	0	1
CCOC(=O)[C@@]12CCCC3=C1N(CCC3)C(=O)[C@H]2CC(=O)NCc1cccs1	7	-1	1	nt	nt	-1	nt	0	2	-3
COc1ccccc1CNC(=O)Cn1c(=O)oc2cc(Cl)ccc21	0	0	8	2	-7	1	-1.9	5	-2	-2
CC(C)(C)OC(=O)n1cc(CCO)c2ccccc21	5	-3	-1	3	4	-4	-1.4	-3	5	9
Cc1ccccc1-n1c(=O)cc(N2CCc3ccccc3C2)[nH]c1=O	1	1	-2	2	5	3	-0.3	8	0	1
COc1cccc(C2Oc3ccccc3C3CC(c4cccs4)=NN32)c1 (stereo not given)	0	1	5	-4	nt	-4	3.9	-1	10	-4
Cc1nn(C)cc1CN(C)C(=O)c1cc(COc2ccc(F)cc2F)on1	5	0	4	-1	-2	2	-0.9	-1	2	-2
Cc1ccc(C2(c3noc(CN4C[C@@H](C)O[C@@H](C)C4)n3)CCCC2)cc1	0	-6	-6	1	2	2	-1.4	-5	0	-1
O=C(N/N=C\c1ccco1)Nc1cccc(Cl)c1	0	-6	-7	-4	0	2	-2.1	-5	-5	0
O=C(CSCCS(=O)(=O)c1ccc(Cl)cc1)Nc1ccccc1	-9	2	-8	7	1	1	-1.3	0	2	1
CCOC(=O)c1cc(-c2ccccc2)sc1NC(=O)CSc1nncs1	3	-7	4	-3	-33	0	0.7	-12	-16	2
Cc1ccc(S(=O)(=O)NCC(c2ccco2)N2CCOCC2)cc1 (stereo not given)	-2	3	1	-5	2	-1	-1.3	-8	1	6
CCN(CCNC(=O)C1CCCN(S(=O)(=O)c2cnc[nH]2)C1)c1ccccc1 (stereo not given)	8	-5	-1	-6	2	9	-2.9	-21	0	2
CN(CCO)c1cc(N2CCN(C(=O)c3ccco3)CC2)c2nonc2c1[N+](=O)[O-]	4	0	-4	-4	6	1	0.2	0	1	-10
COc1ccc(Cl)cc1NC(=O)c1cccc(NC(=O)CCC(=O)O)c1	0	-3	4	-5	6	4	-0.4	7	-5	-2
COc1ccc(CC(=O)Nc2ccccc2C(=O)N2CCOCC2)cc1OC	-1	2	-2	2	11	-3	-0.8	-4	5	-2
CC(OC(=O)CNS(=O)(=O)c1ccc2ccccc2c1)C(=O)N(C)c1ccccc1 (stereo not given)	3	2	0	5	1	-5	-1.6	-5	7	-2
O=C(c1ccc(Oc2ccc(Cl)cc2)c([N+](=O)[O-])c1)N1CCCC1	0	-1	-3	0	-1	-2	-0.5	-8	4	0
Nc1ccc2ccc(N)cc2c1	-7	1	0	-4	nt	1	-3.6	35*	8	1
O=C1C2CCCCN2C(=O)N1CCCCN1CCN(c2ccccc2Oc2ccccc2)CC1 (stereo not given)	6	-2	-8	2	4	0	-1.6	7	3	1
COc1ccc(C2NC(=O)N(CCCC(=O)O)C(C)=C2C(=O)OCc2ccccc2)cc1 (stereo not given)	5	6	3	-5	nt	3	2.1	-1	2	2
c1cc(-c2cc3nc(NCC4CC4)ccn3n2)ccc1OCCN1CCOCC1	-3	-1	-1	4	nt	-1	0.4	1	-5	-1
O=C(NC1=NCCS1)C1CCN(S(=O)(=O)c2ccc(Cl)cc2)CC1	-5	-4	12	-5	-6	3	1.2	5	5	-3
c1ccc(C(CN2CCCCC2)Oc2ccccn2)cc1 (stereo not given)	-3	5	-4	6	1	-3	0.1	-2	2	-2

In another format: entries from further up
Fields – Tn7 DDE FP	LEDGF integ inh	TDP2 inh	TCR CD3 inh	HTRA1 inh	PRMT1 inh	PG9 Ab binder	ABHD4 inh	SIAE primary	UHRF1 MBD2 ctr
- Nc1ccc2ccc(N)cc2c1
 : -7	1	0	-4	nt	1	-3.6	35*	8	1
- O=C1C2CCCCN2C(=O)N1CCCCN1CCN(c2ccccc2Oc2ccccc2)CC1 (stereo not given)
 : 6	-2	-8	2	4	0	-1.6	7	3	1
- COc1ccc(C2NC(=O)N(CCCC(=O)O)C(C)=C2C(=O)OCc2ccccc2)cc1 (stereo not given)
 : 5	6	3	-5	nt	3	2.1	-1	2	2
- c1cc(-c2cc3nc(NCC4CC4)ccn3n2)ccc1OCCN1CCOCC1
 : -3	-1	-1	4	nt	-1	0.4	1	-5	-1

Further entries.
SMILES	Tn7 DDE FP	LEDGF integ inh	TDP2 inh	TCR CD3 inh	HTRA1 inh	PRMT1 inh	PG9 Ab binder	ABHD4 inh	SIAE primary	UHRF1 MBD2 ctr
COc1ccc(S(=O)(=O)NN(C)c2ncc(C(F)(F)F)cc2Cl)cc1	1	-4	-6	-7	-4	2	1.6	5	1	4
Cc1ccc(C(=O)Nc2ccc(S(=O)(=O)NC3=NCCCCC3)cc2)cc1S(=O)(=O)N1CCOCC1	-1	1	5	0	-1	1	-1.7	3	3	0
Cc1cc(-c2[nH]nc3c2C(c2cccc(O)c2)C(C#N)=C(N)O3)c(C)s1 (stereo not given)	0	-1	8	1	-2	0	0.0	5	5	-4
CC(C)c1ccccc1NC(=O)CSc1n[nH]c(=O)n1C1CC1	14*	0	8	2	7	-6	-1.1	-2	5	0
CCCCC(=O)Nc1ccc2c(c1)nc1n2CCSC1	2	1	4	6	-3	3	0.0	0	0	1

Screening data as filed in PubChem.
